Screens deposited in PubChem BioAssay by several laboratories.
NR2E3 ag-1: NR2E3 agonists in two-hybrid cells, primary screen, cell-based, luminescence, CHO-S, Gal4-NCOR/VP16-NR2E3; luciferase; inhibition of corepressor binding, % at 3.98 µM; 360,000 compounds, 0.35% hits; AID 602229, 2012;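 active = inhibition above the mean of all tested compounds plus 3 SD, cut at about 70% in these data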;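 note: 0% = DMSO with NR2E3 transfected cells and 100% = cells lacking NR2E3 construct; higher means lower luciferase signal from less NR2E3 corepressor binding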
Target sequence (Q9Y5X4 whole entry, looked up, the tested form may be a part): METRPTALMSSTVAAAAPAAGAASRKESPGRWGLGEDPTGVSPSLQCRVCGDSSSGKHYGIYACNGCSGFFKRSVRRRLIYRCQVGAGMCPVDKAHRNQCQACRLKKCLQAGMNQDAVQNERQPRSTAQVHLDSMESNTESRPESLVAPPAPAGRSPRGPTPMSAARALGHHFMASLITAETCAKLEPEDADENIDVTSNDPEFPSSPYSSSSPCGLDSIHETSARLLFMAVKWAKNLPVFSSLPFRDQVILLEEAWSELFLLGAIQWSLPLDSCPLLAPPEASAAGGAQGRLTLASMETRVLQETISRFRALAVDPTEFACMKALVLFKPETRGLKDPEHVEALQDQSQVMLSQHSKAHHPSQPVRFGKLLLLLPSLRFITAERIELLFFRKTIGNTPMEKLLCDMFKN
LMP1 NFkB inh: EBV LMP1-driven NF-kappaB luciferase reporter inhibitors, primary screen, cell-based, luminescence, single point; LMP1-induced NF-kappaB luciferase reporter cells; inhibition, % at 12.5 µM; 350,000 compounds, 0.69% hits; AID 504558, 2011; in the data active = inhibition above about 41%;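 note: 0% = neutral control wells and 100% = reference inhibitor control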
NR2E3 ag-2: inhibitors of NR2E3-RetCOR corepressor binding, primary screen, NR2E3 agonist project, biochemical, TR-FRET, GST-NR2E3, biotin-RetCOR; inhibition of corepressor binding, % at 4.78 µM; Photoreceptor-specific nuclear receptor (Homo sapiens), Q9Y5X4; 1536-well; 320,000 compounds, 0.12% hits; AID 2300, 2010;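 active = percent inhibition above the cutoff of mean plus 3 SD of all tested compounds, set per screening campaign, cut at about 20% in these data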;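 note: 0% = DMSO wells and 100% = biotin wells as full block of FRET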
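Material: NR2E3–RetCOR corepressor complex | Quantity: 1.35 nM GST-tagged NR2E3 final | Schedule: 5 h at 4 °C | Replication: Singlicate compound wells | Reagent: RetCOR corepressor, biotinylated, 7 nM | Controls: Biotin wells as high control, 0.6% DMSO wells as low control | Signal: TR-FRET, Eu(K)-anti-GST donor, streptavidin-D2 acceptor, ex 340, em 617/671 nm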
HIF-2a inh: HIF-2a reporter inhibitors, primary screen, luminescence, 786-0 RCC cells; 360,000 compounds, 0.72% hits; inhibition, % at 18.8 µM; AID 624352, 2012; 786-0 RCC cells HIF-2a reporter, luciferase luminescence, overnight;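 active = inhibition of the luminescence signal of 40% or more relative to plate controls, in a single-dose primary screen at 18.75 µM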
KKLEB tox: cytotoxicity in KKLEB CF airway cells, primary screen, cytotoxicity control for CF NF-kB inhibitor project, cell-based, uHTS, fluorescence assay plates. activity change (cytotoxicity), % at 5 µM. 360,000 compounds, 0.36% hits. KKLEB CF airway cells viability, ATPlite luminescence, overnight; hits give low values; cells stimulated with P. aeruginosa culture filtrate;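 active = corrected activity change at or below -50% at 5 µM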
Peg3 promoter: Peg3 promoter-driven luciferase inhibitors, primary screen, cell-based, HeLa, luciferase luminescence; HeLa PEG-Prom luciferase reporter, overnight; inhibition, % at 20 µM; 360,000 compounds, 1.7% hits;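 active = inhibition of at least 50% at 20 µM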
CF NFkB block: inhibitors of PAF-induced NF-kB signaling, primary screen, cell-based, GFP fluorescence, uHTS | KKLEB NF-kB-GFP reporter, GFP fluorescence overnight | inhibition, % at 5 µM | 360,000 compounds, 0.86% hits | AID 588850, 2011;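 active = at least 50% inhibition at 5 µM, scaled per plate between neutral and stimulator controls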;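 note: PAF is a Pseudomonas aeruginosa culture filtrate used as stimulus; plate controls were PAF-stimulated DMSO wells for no effect and unstimulated DMSO wells for full effect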
MITF TRPM1 inh: inhibitors of MITF-dependent TRPM1 promoter reporter, primary screen, cell-based, SK-MEL-5, single point, luciferase. SK-MEL-5 TRPM1 promoter luciferase, 24 h. inhibition, % at 12.5 µM. 330,000 compounds, 0.83% hits. AID 488899, 2010;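 active = mean inhibition across replicates of 60% or more, whatever share of single replicates reaches that level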; note: values of inactives mirror those of a sister screen read the other way
C8 TRAIL sens: viability loss with TRAIL in NB7+C8 cells, primary screen, TRAIL sensitizer project, cell-based, ATPlite luminescence; inhibition (viability loss, TRAIL sensitization), % at 10 µM; 360,000 compounds, 1% hits; AID 624354, 2012;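 active = compounds causing at least 50% loss of cell viability in the single-dose screen, relative to plate controls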
hiPSC survival: enhancers of single-cell hiPSC survival, primary screen, ATPlite luminescence; 100% = ROCK inhibitor wells, 0% = DMSO; survival enhancement, % at 20 µM; 360,000 compounds, 0.044% hits; in the data active = survival enhancement above about 18%;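 note: cells exposed to compounds for 16 hours before the ATP read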
Shn3 3UTR inh: reduction of Shn3 3'UTR firefly luciferase signal, primary screen, Schnurri-3 inhibitor project, cell-based, Clone20 osteoblasts, set 2. inhibition, % at 12.5 µM. Clone20 osteoblast Shn3 3'UTR firefly luciferase, 24 h. 360,000 compounds, 0.52% hits. AID 588674, 2011;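 active = mean inhibition of at least 75% with every replicate also reaching 75%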;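 note: 0% = median of neutral control wells and 100% = pilot-screen positive control compound; some compounds past the cut are filed as inactive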
* hit, by the source's call; / = no result given. These rows are one share of the data; rates above refer to the full screens.

Sample of the layout:
SMILES	NR2E3 ag-1	LMP1 NFkB inh	NR2E3 ag-2	HIF-2a inh	KKLEB tox	Peg3 promoter	CF NFkB block	MITF TRPM1 inh	C8 TRAIL sens	hiPSC survival	Shn3 3UTR inh
Cc1ccc(S(=O)(=O)N2CCN(c3ccccc3)CC2)cc1C(=O)NC1CCCCC1	-13	2	0	17	12	16	1	16	12	0.1	41
COc1ccc(-c2csc(NC(=O)c3ccc(S(C)(=O)=O)cc3)n2)cc1	-43	1	7	-136	12	-151	-11	-35	18	-0.5	-1
CCn1nc(C(=O)OCC(=O)Nc2nc(-c3ccc(OC)cc3)cs2)c2ccccc2c1=O	-68	-19	1	-218	-9	-258	6	-58	17	-1.1	-99
O=C(CSc1ncnc2nc[nH]c12)c1ccc2ccccc2c1	-36	2	0	-56	1	-70	-8	-7	14	0.3	-8

All compounds of this part, from the first entry:
SMILES	NR2E3 ag-1	LMP1 NFkB inh	NR2E3 ag-2	HIF-2a inh	KKLEB tox	Peg3 promoter	CF NFkB block	MITF TRPM1 inh	C8 TRAIL sens	hiPSC survival	Shn3 3UTR inh
Cc1ccc(S(=O)(=O)N2CCN(c3ccccc3)CC2)cc1C(=O)NC1CCCCC1	-13	2	0	17	12	16	1	16	12	0.1	41
COc1ccc(-c2csc(NC(=O)c3ccc(S(C)(=O)=O)cc3)n2)cc1	-43	1	7	-136	12	-151	-11	-35	18	-0.5	-1
CCn1nc(C(=O)OCC(=O)Nc2nc(-c3ccc(OC)cc3)cs2)c2ccccc2c1=O	-68	-19	1	-218	-9	-258	6	-58	17	-1.1	-99
O=C(CSc1ncnc2nc[nH]c12)c1ccc2ccccc2c1	-36	2	0	-56	1	-70	-8	-7	14	0.3	-8
CCC1Oc2ccccc2N(CC(=O)Nc2ccc(OC)cc2OC)C1=O (configuration not stated)	1	-7	0	-10	0	1	9	-13	-2	1.1	-5
COc1ccc2c(c1)CC[C@@H]1[C@@H]2CC[C@]2(C)[C@@H](C(C)=O)C[C@@H]12	-24	-14	-1	-115	-16	-61	10	-17	1	1.8	-1
NNC(=S)NC1CCS(=O)(=O)C1 (configuration not stated)	14	/	5	19	8	2	-2	/	3	-0.2	-4
CCCCNC(=O)CS(=O)Cc1nc(-c2cccc(C)c2)oc1C (configuration not stated)	13	2	-1	5	10	18	-22	15	-10	1.3	52
O=C1N[C@@H](Cc2ccccc2)C(=O)N2[C@H]1C[C@]1(Br)c3ccccc3N(S(=O)(=O)c3ccccc3)[C@H]21	2	1	5	12	8	14	1	-1	-4	-3.0	-2
Cc1ccc(S(=O)(=O)Nc2cccc(C(=O)NCCCN3CCOCC3)c2)cc1F	-11	-2	4	8	14	13	14	-6	20	-0.5	1
O=C(NC1CC1)c1ccc2c3c(cccc13)CC2	3	-2	1	4	0	-6	18	-4	-3	-0.5	-12
CCCC(C)NC(=O)CSc1nc(-c2ccccc2)cn1N (configuration not stated)	13	-1	4	9	1	8	8	4	-7	0.9	-16
COc1ccc(-c2noc(CN(Cc3nccn3C)C(C)C)n2)cc1	-24	-2	1	5	13	-1	-8	5	11	-0.5	-17
COc1cc(C=C2CN(C)C(=O)C2=O)ccc1O	3	-8	/	-1	-6	3	0	/	4	0.5	-16
Cc1cc(Br)cn2c(Cc3ccsc3)c(C(C)(C)C)nc12	2	/	/	11	-27	0	9	/	-6	12	-3
Cc1cccc(N2CCN(C(=O)c3ccc(S(=O)(=O)N(C)c4ccccc4)cc3)CC2)c1C	20	8	/	11	-31	35	54*	18	13	-2.8	16
COc1ccc(C(OC(=O)c2ccco2)C(=O)NC(C)(C)C)cc1OC (configuration not stated)	2	0	/	16	13	5	-29	5	0	-0.1	19
COc1cc(C)c(CN2CCN(c3ncccn3)CC2)cc1C	-12	/	0	17	15	2	-9	/	-5	-0.5	/
N#CCCN(C(=O)COC(=O)c1ccc2c(c1)NC(=O)CS2)c1ccc2c(c1)OCCO2	-12	5	0	23	-10	15	13	17	-6	0.0	25
Cn1ncc(Br)c1C(=O)NC1C2CC3CC(C2)CC1C3 (configuration not stated)	-8	-1	4	24	-9	16	38	3	1	-0.4	15
CCCCn1c(SCC(=O)N2CCC(C)CC2)nc2cc(S(N)(=O)=O)ccc21	-3	-7	12	-10	-1	3	0	2	-2	1.0	-2
Fc1ccc2cc(-c3ccccc3F)ncc2c1	-8	-43	/	-195	20	-233	-10	-49	-3	-2.3	-91
CCCCN(C(=O)c1cccc(-n2cnnn2)c1)c1c(N)n(CCCC)c(=O)[nH]c1=O	-3	-3	/	-7	0	9	-1	/	-9	-1.0	-5
CCCCOC(=O)Nc1nccs1	-15	-5	4	-28	8	-32	6	-2	8	5.4	-14
Cc1ccc(C)c(S(=O)(=O)NCc2ccc(C(=O)N3CCCCCC3)cc2)c1	8	4	-2	16	10	5	-4	0	13	0.8	41
COc1ccccc1C(NC(=O)C1CCN(CCOc2ccc(Cl)cc2Cl)CC1)c1ccccn1 (configuration not stated)	23	/	/	2	-11	39	21	/	8	1.2	-1
O=C1c2ccccc2C2=Nc3ccccc3SC(c3ccccc3F)C12 (configuration not stated)	9	-2	5	3	-21	51*	19	13	0	-0.5	36
Nc1cc(=O)[nH]c(=O)n1-c1ccc(Cl)cc1	-15	4	2	18	-1	-13	10	1	-5	0.3	-24
COc1cc(/C=C2\CCC(C3CCCC3)C2=O)cc(OC)c1OC (configuration not stated)	13	0	1	-196	-8	-71	-27	-45	24	0.7	-7
O=C1CCCc2c1cc(-c1ccccc1)n2-c1ccc(O)cc1	30	11	1	14	-6	4	-72	-5	-10	-1.8	-17

Laid out differently: results already given
Cc1ccc(C)c(S(=O)(=O)NCc2ccc(C(=O)N3CCCCCC3)cc2)c1
- NR2E3 ag-1: 8
- LMP1 NFkB inh: 4
- NR2E3 ag-2: -2
- HIF-2a inh: 16
- KKLEB tox: 10
- Peg3 promoter: 5
- CF NFkB block: -4
- MITF TRPM1 inh: 0
- C8 TRAIL sens: 13
- hiPSC survival: 0.8
- Shn3 3UTR inh: 41

COc1ccccc1C(NC(=O)C1CCN(CCOc2ccc(Cl)cc2Cl)CC1)c1ccccn1 (configuration not stated)
- NR2E3 ag-1: 23
- LMP1 NFkB inh: /
- NR2E3 ag-2: /
- HIF-2a inh: 2
- KKLEB tox: -11
- Peg3 promoter: 39
- CF NFkB block: 21
- MITF TRPM1 inh: /
- C8 TRAIL sens: 8
- hiPSC survival: 1.2
- Shn3 3UTR inh: -1

Single records (already shown). Order of screens: NR2E3 ag-1 | LMP1 NFkB inh | NR2E3 ag-2 | HIF-2a inh | KKLEB tox | Peg3 promoter | CF NFkB block | MITF TRPM1 inh | C8 TRAIL sens | hiPSC survival | Shn3 3UTR inh
Entry for `Fc1ccc2cc(-c3ccccc3F)ncc2c1` = -8 | -43 | / | -195 | 20 | -233 | -10 | -49 | -3 | -2.3 | -91
Entry for `Cc1ccc(S(=O)(=O)N2CCN(c3ccccc3)CC2)cc1C(=O)NC1CCCCC1` = -13 | 2 | 0 | 17 | 12 | 16 | 1 | 16 | 12 | 0.1 | 41
Entry for `O=C(NC1CC1)c1ccc2c3c(cccc13)CC2` = 3 | -2 | 1 | 4 | 0 | -6 | 18 | -4 | -3 | -0.5 | -12
Entry for `NNC(=S)NC1CCS(=O)(=O)C1` (configuration not stated) = 14 | / | 5 | 19 | 8 | 2 | -2 | / | 3 | -0.2 | -4
Entry for `O=C1c2ccccc2C2=Nc3ccccc3SC(c3ccccc3F)C12` (configuration not stated) = 9 | -2 | 5 | 3 | -21 | 51* | 19 | 13 | 0 | -0.5 | 36

Remaining list, next part:
SMILES	NR2E3 ag-1	LMP1 NFkB inh	NR2E3 ag-2	HIF-2a inh	KKLEB tox	Peg3 promoter	CF NFkB block	MITF TRPM1 inh	C8 TRAIL sens	hiPSC survival	Shn3 3UTR inh
CCOC(=O)Cc1c(C)nc2c(C#N)c[nH]n2c1=O	12	4	1	-5	-12	11	0	-6	1	-1.2	-18
Cn1cc(Br)c(-c2cccc(NC(=O)CCCC(=O)O)c2)n1	-17	5	1	9	4	6	-15	6	13	0.1	-25
Cc1ccc(O)c(CNn2cnnc2)c1	-10	-5	3	1	4	11	-12	3	-16	3.3	5
Cc1cc(C)nc(-n2nc(C)c(Br)c2Nc2ccc(Br)cc2)n1	4	12	-4	18	0	14	6	5	16	0.5	13
CC(=O)c1ccc(N2CCN(S(=O)(=O)c3ccc4c(c3)CC(C)N4C(C)=O)CC2)cc1 (configuration not stated)	70*	13	-1	-13	0	-19	-18	0	23	1.9	72
CSc1ccccc1NC(=O)CN(C)C(=O)CNC(=O)c1ccc(Oc2ccccc2)cc1	-8	-6	/	-65	-6	-65	-8	/	19	-1.5	32
C=CCn1c2[n+](c3ccccc3c1=O)CCCCC2	-9	4	2	22	-2	4	2	19	-1	0.5	-38
Cc1cc(C)c([N+](=O)[O-])cc1NC(=O)CCS(=O)(=O)c1ccccc1	-11	1	2	7	5	8	-6	4	9	-0.3	-1
Oc1oc(-c2ccco2)nc1C=Nc1cccc(Cl)c1	17	6	-2	1	-26	2	8	-3	3	-1.4	-9
S=C(NCCc1ccccn1)Nc1ccccc1	-26	-9	-4	-10	7	-62	3	-12	-9	0.4	-35
COc1ccccc1-n1cnc2cc(NS(=O)(=O)c3ccccc3)ccc21	9	1	4	-109	4	-59	-12	-2	-13	-0.1	-12
COc1cc(OC)cc(C(=O)Nc2ccc(N(C)C)c3ccccc23)c1	2	6	-2	23	3	10	10	16	4	-0.1	9
Cc1cccc2cc(C(c3nnnn3CC3CCCO3)N3CCOCC3)c(=O)[nH]c12 (configuration not stated)	-15	-3	2	-222	-11	-182	3	-5	0	5.1	-8
CSc1ncccc1C(=O)NCC1CCCCC1	2	-2	-5	0	11	-5	-7	-1	1	-1.4	-1
CCOc1ccc(CCNc2cc(C)nc3ncnn23)cc1OCC	6	2	-4	11	11	2	-2	3	-2	1.1	15
CCCSc1nnc(Cc2cc(=O)[nH]c(=O)[nH]2)n1-c1cc(C)ccc1C	-20	-3	1	2	-11	-1	9	10	-2	2.0	4
Fc1ccc(CN2CCCCCCC2)cc1	-4	-4	2	-3	8	5	-6	-5	1	0.9	6
CCOC(=O)c1c(NC(=O)COC(=O)CCOc2ccccc2C)sc(C(=O)NC)c1C	4	-21	13	4	3	18	6	-7	14	0.0	-2
COc1ccc(S(=O)(=O)N2CCN(c3ncccn3)CC2)cc1	-4	2	1	18	-2	17	6	-5	-4	2.3	14
Cc1sc(NC(=S)NC(=O)c2ccccc2)c(C#N)c1C	-43	0	5	-91	7	-96	11	-12	-10	-2.7	-34
